RSV antiviral HEp-2 = RSV antiviral activity via CPE protection, HEp-2 cells, primary 10 µM value included (AID 2391); HEp-2 cells, RSV-induced CPE inhibition; higher % means a stronger effect; CPE inhibition, % at 10 µM, or IC50 in µM where a hit was titrated; actives 0.13% (n = 310,000); in the data active = a potency from the dose series; inconclusive = CPE inhibition mostly from about 23% at the one dose, without a potency; inactive = the rest, 99 in 100 with CPE inhibition below about 21%; note: strong numbers were not always called active
SV40 large T antigen = TAg ATPase/helicase activity blockers – biochemical (AID 1903); inhibition, % at 20 µM, or IC50 in µM where a hit was titrated; actives 0.39% (n = 310,000); SV40 large T antigen ATPase/helicase inhibition assay; higher % means a stronger effect; in the data active = a potency from the dose series; inconclusive = inhibition mostly from about 32% at the one dose, without a potency; inactive = the rest, 99 in 100 with inhibition below about 32%; note: strong numbers were not always called active
Salmonella PhoP GFP = inhibitors of PhoP regulon expression, primary screen, Salmonella Typhimurium, GFP reporter (AID 1863) | S. Typhimurium PhoP-regulated promoter GFP reporter, 4 h; higher % means a stronger effect | actives 0.16% (n = 300,000) | one-dose inhibition, % at 50 µM; IC50 in µM for titrated hits;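 active = inhibition over 29.93%, a cutoff 3 SD above the screen mean, later confirmed by dose response; inconclusive = inhibition over 29.93% but no dose response follow-up; inactive = inhibition at most 29.93% or unconfirmed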;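 note: 0% = low Mg2+ inducing control and 100% = high Mg2+ repressing control; strong numbers were not always called active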
PMI inhibition = MPI inhibition at elevated mannose 6-phosphate – biochemical, fluorescence intensity, high mannose 6-phosphate, primary screen (AID 1220); actives 0.66% (n = 190,000); recombinant PMI enzyme, coupled fluorescence intensity; higher % means a stronger effect; inhibition, % at 20 µM; hits with a dose series show IC50 in µM
West Nile antiviral = West Nile virus antiviral activity, cell-based, CPE readout (AID 1621); West Nile virus-infected cells, CPE inhibition; higher % means a stronger effect; CPE inhibition, % at 10 µM, or IC50 in µM where a hit was titrated; actives 0.02% (n = 290,000); in the data active = a potency from the dose series; inconclusive = CPE inhibition mostly from about 3.7% at the one dose, without a potency; inactive = the rest, 99 in 100 with CPE inhibition below about 2.2%; note: strong numbers were not always called active
Ins promoter up = MIN6 insulin promoter up-regulation | MIN6 insulin promoter-GFP reporter, high-content imaging; stronger effect = higher value | z-score at 5 µM | actives 0.3% (n = 190,000) | AID 1625;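 active = z-score above 3 at 5 µM with at least 500 cells counted in the well; inconclusive = wells under 500 cells, flagged as cytotoxic or low count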
PMI inhibitors = inhibitors of human PMI, primary screen, biochemical, fluorescence intensity, coupled assay (AID 1209); purified PMI enzyme, coupled fluorescence intensity; higher % means a stronger effect; one-dose inhibition, % at 20 µM; IC50 in µM for titrated hits; actives 0.42% (n = 190,000);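 note: plate controls were DMSO vehicle for no effect and wells lacking substrate for full effect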
TNAP activation fold = human TNAP enzyme activators, primary screen, biochemical, luminescent, no phosphate acceptor, uHTS (AID 1001). purified TNAP, luminescent activation assay, no phosphate acceptor; higher activation fold means a stronger effect. activation fold at 20 µM, or EC50 in µM where a hit was titrated. actives 0.03% (n = 200,000); in the data active = activation fold from about 3, or a potency from the dose series; inactive = the rest, 99 in 100 with activation fold below about 1.6; note: many of its hits are not listed in these tables
CSM14.1 death rescue = rescue of cells from ER stress-induced death, primary screen, 384-well, CSM14.1, thapsigargin, ATP luminescence (AID 1222); CSM14.1 thapsigargin-induced death rescue, ATP luminescence; higher % means a stronger effect; one-dose cellular ATP content (survival), % at 20 µM; EC50 in µM for titrated hits; 190,000 tested, under 10 active;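 active = EC50 below 50 µM in the dose-response confirmation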;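 note: death triggered by thapsigargin at about 15 µM added after 2 h compound pretreatment; cell ATP read after overnight thapsigargin exposure of roughly 18 to 22 hours; normalized against plate controls of thapsigargin alone and 5% DMSO vehicle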
Ins promoter up cell count = further read-out of Ins promoter up, marked with its call; cell count; measured here: cytotoxicity, nuclei count;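 total cells summed across four imaged fields per well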
Numbers without * were called inactive; ? = inconclusive; nt = no result given. Cut-off read from the data, not from the text of the source, unless noted: active = inhibition above about 50%; inactive = the rest.

SMILES	RSV antiviral HEp-2	SV40 large T antigen	Salmonella PhoP GFP	PMI inhibition	West Nile antiviral	Ins promoter up	Ins promoter up cell count	PMI inhibitors	TNAP activation fold	CSM14.1 death rescue
COc1ccccc1NC(=O)Nc1ccc(NC(=O)c2ccccc2O)cc1	?	15%	9%	nt	0.9%	nt	nt	nt	nt	nt
CS(=O)(=O)N1CCN(C(=O)COc2ccccc2)CC1	-0.3%	6%	-2%	7%	0.2%	-0.19	1423	5%	1	-0.5%
CCOC(=O)C(NC(=O)C1C(C)N1S(=O)(=O)c1ccc(C)cc1)C(=O)OCC (centres undefined)	0.7%	9%	5%	nt	-0.3%	nt	nt	nt	nt	nt
O=C(CCCC(=O)OCC(Cl)=C(Cl)Cl)Nc1cccc(F)c1	0.8%	4%	2%	5%	0.1%	-0.03	1470	1%	1.1	-0.2%
O=[N+]([O-])c1c(Nc2ccccn2)cc(Cl)c2nonc12	-2.5%	27%	-2%	nt	?	0.15	1054	nt	nt	nt
Cc1ccc(C(=O)NCC(=O)OCC(=O)/C=C2\N(C)c3ccccc3C2(C)C)cc1C	6.4%	-2%	-8%	13%	?	0.04	1372	7%	1.1	0.3%
CCCC1=NCCn2cccc21	-1.6%	6%	3%	-5%	0.2%	-0.4	1669	-6%	1	-0.6%
Cc1ccc(NC(=O)c2ccccc2F)cc1S(=O)(=O)N1CCCCCC1	?	6%	0%	-2%	-1.8%	-1.2	1577	2%	1.2	1.2%
NC(=S)NNC(=O)c1cccc(Cl)c1	1.8%	17%	1%	nt	0.1%	0.79	952	nt	nt	nt
CCc1ccc2[nH]c(=O)c(C(c3nnnn3CC3CCCO3)N3CCCc4ccccc43)cc2c1 (centres undefined)	16%	19%	-3%	6%	0.3%	nt	nt	45%	1	-2.1%
Cc1ccc(NC(=O)CN2CCC(NC(=O)Cc3ccccc3)CC2)cc1C	2.6%	5%	2%	2%	-0.9%	nt	nt	12%	1.1	-0.3%
Cc1[nH]c2ccccc2c1/C=N/Nc1nc(Nc2ccccc2)nc(N2CCOCC2)n1	57%	8%	-7%	7%	2.2%	nt	nt	3%	0.9	0.8%
O=C(c1ccc(-c2nnc(Nc3cccc(Cl)c3)c3ccccc23)cc1)N1C[C@H]2C[C@H](C1)c1cccc(=O)n1C2	?	0%	6%	7%	1.2%	-0.64	1268	2%	1.1	-0.8%
c1ccc(-n2nnnc2Sc2n[nH]c(-c3ccncc3)n2)cc1	2.0%	10%	-4%	-10%	0.3%	nt	nt	0%	1.1	2.4%
CCCCC(CC(O)COCC(C)C)C(=O)NNC(=S)Nc1ccccc1 (centres undefined)	2.2%	24%	-17%	4%	-1.1%	0.31	1458	9%	2	0.2%
CCn1ncc(Br)c1C(=O)Nc1ccc(F)cc1F	7.4%	-1%	-1%	6%	0.0%	-0.15	1784	8%	1.1	0.5%
Fc1ccc(-[n+]2nc(Nc3ccccc3)sc2-c2c3ccccc3cc3ccccc23)cc1	-3.9%	11%	19%	nt	0.6%	nt	nt	nt	nt	nt
Cc1ccc(NC(=O)c2cc(S(=O)(=O)N(C)C)ccc2N2CCCC2)cc1F	3.7%	14%	-8%	nt	1.0%	nt	nt	nt	nt	nt
CN(C)c1ccc(C(=O)Nc2ccc(S(=O)(=O)NC3=NCCCCC3)cc2)cc1	3.2%	nt	nt	3%	-0.9%	0.75	1358	0%	1.1	1.3%
COc1cc2c(cc1OC)C(C)N(C(=O)C1=NN(c3cccc(C)c3)C(=O)CC1)CC2 (centres undefined)	1.8%	11%	-3%	nt	0.0%	nt	nt	nt	nt	nt
Cc1ccn2cc(-c3cccc(NC(=O)C(C)C)c3)nc2c1	1.7%	4%	3%	2%	-1.0%	-0.03	1379	2%	1.1	0.0%
Cc1ccc2nc(NC(=O)CN3CCN(c4ccccn4)CC3)sc2c1	1.9%	11%	-1%	nt	-0.5%	nt	nt	nt	nt	nt
Cc1ccc(-c2nn(-c3ccccc3)cc2C2SCC(=O)N2Cc2ccccc2)o1 (centres undefined)	14%	6%	-2%	10%	-0.2%	0.31	1921	10%	0.9	1.1%
CCOCCCNC(=O)C(c1ccc(C)cc1)N(Cc1cccs1)C(=O)c1ccccc1O (centres undefined)	0.7%	4%	-10%	-11%	-0.4%	-0.99	1352	-14%	1	-4.3%
CC(C)N1CC(COc2ccc(Cl)cc2Cl)OC1=O (centres undefined)	3.4%	10%	-1%	nt	-0.9%	nt	nt	nt	nt	nt
Following part
SMILES	RSV antiviral HEp-2	SV40 large T antigen	Salmonella PhoP GFP	PMI inhibition	West Nile antiviral	Ins promoter up	Ins promoter up cell count	PMI inhibitors	TNAP activation fold	CSM14.1 death rescue
CCCC(CCC)C(=O)Nc1cccc(-c2cn3c(n2)SCC3)c1	0.4%	7%	-5%	nt	-0.3%	nt	nt	nt	nt	nt
Clc1ccc(-c2nnc(SCc3nc(-c4ccccc4)no3)o2)cc1	0.9%	8%	5%	10%	0.2%	-0.3	1006	12%	1	1.4%
Cc1ccc(OCc2cc(C(=O)NCC(C)c3ccccc3)no2)cc1C (centres undefined)	8.5%	15%	11%	nt	-1.1%	nt	nt	nt	nt	nt
Cc1nc(C(=O)NNC(=O)c2cccc(Cl)c2)c(C(F)(F)F)o1	-0.5%	3%	3%	nt	-0.2%	0.65	1373	nt	nt	nt
Cc1cccc(N(C(=O)CCC(=O)Nc2cc(C)on2)C(C(=O)NC2CCCC2)c2ccc(C)o2)c1 (centres undefined)	3.3%	nt	nt	9%	-1.5%	-0.51	1494	12%	1.1	3.6%
COc1ccc(-c2cn(-c3ccc(Br)cc3)c3[n+]2CCS3)cc1	0.6%	9%	-9%	-4%	1.5%	-1.7	653	6%	1.4	-1.0%
O=C(NCc1cccs1)C1CCC(CNS(=O)(=O)c2ccccc2)CC1 (centres undefined)	0.4%	8%	4%	-10%	-0.2%	-0.62	1565	-8%	1.2	-0.1%
CCSc1nnc(NC(=O)c2nn(C(C)C)c(=O)c3ccccc23)s1	6.6%	-2%	-6%	9%	-0.4%	0.04	1952	9%	1.2	-1.8%
CC(=O)c1ccc2c(c1)OCCOCCOCCOCCO2	2.0%	3%	-15%	nt	0.1%	-0.01	973	nt	nt	nt
Cc1ccc(NS(=O)(=O)c2ccc3oc(=O)ccc3c2)cc1Cl	13%	10%	-1%	nt	-0.9%	nt	nt	nt	nt	nt
Nc1nonc1-n1nnc(C(=O)N/N=C/c2ccc(OCc3ccccc3F)cc2)c1CNc1ccccc1	0.9%	12%	4%	nt	0.3%	nt	nt	nt	nt	nt
Cc1ccc(NC(=O)CCS(=O)(=O)c2cc3[nH]c(=O)c(=O)[nH]c3cc2C)cc1	0.8%	-1%	-3%	nt	0.5%	nt	nt	nt	nt	nt
CC1(C)CC(=O)C2=C(C1)N(c1ccc(F)cc1)C(N)=C(C#N)C2c1cccs1 (centres undefined)	1.3%	1%	14%	29%	-0.5%	0.02	1523	7%	1.1	-1.1%
COc1cc(C(=O)NCCOc2ccccc2C)c(Br)c(OC)c1OC	0.9%	8%	5%	4%	0.0%	0.01	1312	10%	1	-2.0%
CC(C)CC(NC(=O)c1ccc(Cl)cc1Cl)C(=O)O (centres undefined)	1.5%	11%	2%	-5%	0.1%	-0.08	905	1%	1.1	0.3%
Cc1ccc(NS(=O)(=O)c2cccc(C(=O)OCC(=O)NCc3ccco3)c2)cc1	1.6%	9%	17%	5%	0.3%	-1.4	919	1%	1.1	1.2%
O=c1[nH][nH]c(-c2ccccc2)c1C=Nc1ccc(C(F)(F)F)cc1	1.3%	7%	-6%	-2%	0.3%	-0.06	1220	-10%	2	nt
O=C(O)/C=C/c1coc2ccccc2c1=O	3.8%	-12%	-13%	-1%	-0.1%	-0.33	1348	2%	1.2	-1.8%
C/C(=N\n1c(C)cc(C)c(C#N)c1=O)c1cccs1	nt	5%	5%	-8%	nt	nt	nt	-4%	1.1	0.8%
Cc1cc(N/N=C/c2ccccc2[N+](=O)[O-])nc(-n2nc(C)cc2C)n1	-1.8%	-2%	-6%	nt	-0.8%	nt	nt	nt	nt	nt
Cc1cc(Cl)ccc1NC(=S)N1CCN(Cc2ccc3c(c2)OCO3)CC1	13%	0%	4%	4%	0.7%	0.57	956	4%	1.1	-2.1%
COc1ccc(OC)c(S(=O)(=O)N(C)CC(=O)N2CCOCC2)c1	1.5%	8%	-1%	nt	-0.1%	nt	nt	nt	nt	nt
CCOC(=O)c1nnc(-c2ccccc2)nc1Sc1c(Cl)cccc1Cl	-2.3%	-7%	-5%	10%	0.1%	-0.24	786	11%	1.1	1.5%
O=C1COc2ccccc2N1Cc1ccccc1Cl	0.2%	24%	6%	0%	0.0%	0.18	1358	-6%	0.9	1.3%
C#CCOCCOCCOCCNc1nc(N2CCN(C(=O)[C@H](Cc3cc4ccccc4[nH]3)n3cc([C@@H](N)C(C)CC)nn3)CC2)nc(N2CCN(C(=O)[C@H](CCCCN)n3cc([C@@H](N)CO)nn3)CC2)n1 (some centres undefined)	1.3%	28%	12%	-22%	nt	0.46	1419	-36%	1.1	6.8%
The results go on.
SMILES	RSV antiviral HEp-2	SV40 large T antigen	Salmonella PhoP GFP	PMI inhibition	West Nile antiviral	Ins promoter up	Ins promoter up cell count	PMI inhibitors	TNAP activation fold	CSM14.1 death rescue
C=CCNc1nc(Nc2ccccc2F)nc(OCC)n1	3.3%	9%	-5%	-3%	-1.3%	0.3	1203	-3%	1.1	-2.3%
Clc1cccc(Nc2nc(-c3ccncc3)nc3ccccc23)c1	?	10%	-13%	nt	1.0%	-0.73	823	nt	nt	nt
CC(C)=CCC12Oc3cc(O)ccc3C1(O)Oc1cc3c(c(O)c1C2=O)C=CC(C)(C)O3 (centres undefined)	19%	7%	15%	nt	-0.7%	nt	nt	nt	nt	nt
Cn1nnnc1SCCNCc1cccc2ccccc12	0.4%	4%	26%	0%	0.0%	-0.14	1226	-6%	0.9	-1.7%
CCOC(=O)C1CCCc2c1[nH]c1c(C(=O)O)cccc21 (centres undefined)	-0.5%	2%	-9%	10%	0.6%	1.1	1337	12%	1.1	0.3%
O=C(NCc1cc(C(F)(F)F)cc(C(F)(F)F)c1)C1CC(c2cccc([N+](=O)[O-])c2)=NO1 (centres undefined)	-0.9%	10%	-4%	-2%	0.3%	0.11	1272	-7%	0.9	-1.0%
O=CN1CCN(C(=O)c2ccccc2Cl)CC1	0.7%	20%	4%	7%	nt	nt	nt	10%	1.1	-2.2%
C=C1C(O)C[C@H]2C(=C)CCC3[C@H](OC(=O)[C@]3(O)CO)[C@@H]12 (some centres undefined)	-0.4%	11%	4%	1%	-0.1%	0.19	1161	3%	1.1	-1.3%
Cc1ccc(CNC(=O)CN(Cc2cccs2)C(=O)C2(C)CC(=O)N=C3C=CC=CN32)cc1 (centres undefined)	2.0%	7%	-2%	-27%	0.2%	0.19	1357	6%	1	-1.5%
CCOC(=O)c1cnc(Nc2nc3ccccc3o2)nc1CSC(=S)N1CCCCC1	3.9%	35%	-6%	-4%	-0.6%	?	nt	-7%	1.2	-2.1%
COC(=O)c1ccccc1NC(=S)N1CCOCC1	2.3%	7%	3%	nt	0.0%	nt	nt	nt	nt	nt

Bioassay records from PubChem.
